Screening results (PubChem BioAssay)
MBD2 DNA inh: MBD2-methylated oligo binding inhibition; 370,000 compounds, 0.31% hits; inhibition, % at 4.4 µM; Q9UBB5; TR-FRET, MBD2 binding to methylated oligonucleotide; AID 686964; in the data active = inhibition above about 13%
TDP2 absorb: TDP2 (human) inhibition, absorbance primary screen; O95551; recombinant TDP2, T5PNP hydrolysis, p-nitrophenol absorbance 415 nm; inhibition, % at 12.8 µM; 370,000 compounds, 0.34% hits;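 active = inhibition above the mean of all tested compounds plus 3 SD, set per campaign, cut at about 25% in these data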;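 also: 0% = DMSO with enzyme and 100% = buffer with substrate but no TDP2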
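Test system: Human TDP2 enzyme | Reagent: 5 mM T5PNP | Compound dosing: 12.8 µM single point, 1% DMSO | Incubation: Enzyme reaction with compound for 2 h at 37 °C | Technique: p-Nitrophenol epi absorbance | Read-out: % inhibition relative to enzyme-containing and enzyme-free wells | Benchmarks: High control without enzyme, low control DMSO plus TDP2 | Replicates: Singlicate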
DDE Tn7 FP inh: inhibitors of Tn7 peptide binding to human fibrin DD(E) | P02675 | FP displacement of FITC-Tn7 peptide from fibrin DD(E); 0% = median of compound wells per plate | inhibition, % at 8.3 µM | 370,000 compounds, 0.13% hits | AID 720508;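 active = inhibition above the mean of compounds falling within the control limits plus 3 SD of them, cut at about 14% in these data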;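 also: 0% = plate median of compound wells and 100% = 10 µM Aha-Tn7 peptide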
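Assay system: Human fibrin DD(E) protein | Medium: Tris buffer with calcium and detergent, pH 7.8 | Reagent: 0.1 µM fluorescent Tn7 | Compound dosing: Single point at 8.3 µM | Times: 10 min preincubation, 3 h with tracer, room temperature | Detection: Fluorescence polarization of the labelled Tn7 tracer | Controls: Aha-Tn7 high control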
LEDGF integ inh: blocks HIV-1 LEDGF/p75-dependent DNA integration | 370,000 compounds, 0.64% hits | TR-FRET IN-LEDGF/p75 DNA integration, Eu/Cy5 | inhibition, % at 3.7 µM;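 active = inhibition above the screen-wide mean plus 3 SD, cut at about 13% in these data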;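 also: signal is the Cy5 over europium emission ratio at 671 and 618 nm; 0% = plate median of compound wells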
DDE Tn6 FP inh: disrupts Tn6 cyclic peptide binding to fibrin D-Dimer-E complex; P02675; Fibrin DD(E) TRITC-Tn6 fluorescence polarization displacement; inhibition, % at 8.3 µM; 370,000 compounds, 0.21% hits; AID 720509;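 active = inhibition above a per-campaign cutoff: mean of compounds within control limits plus 3 SD, cut at about 15% in these data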;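 also: 0% = median of all compound wells on the plate and 100% = blocking peptide control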
UHRF1 binding: UHRF1 methyl-DNA binding inhibition | Q96T88 | UHRF1 binding to methylated oligo, TR-FRET | inhibition, % at 4.4 µM | 370,000 compounds, 0.75% hits; in the data active = inhibition above about 21%;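 also: UHRF1 SRA domain binding a hemimethylated CpG hairpin DNA probe; 0% = median of test compound wells and 100% = reference inhibitor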
SIAE primary: blocks human sialic acid acetylesterase; Q9HAT2; SIAE FP-Rh probe binding, fluorescence polarization; inhibition, % at 9.66 µM; 370,000 compounds, 0.69% hits;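 active = inhibition above a cutoff: mean of compounds within the control limits plus 3 SD of those, cut at about 17% in these data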;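 also: 0% = plate median of compound wells and 100% = probe without SIAE protein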
Target sequence (Q9HAT2 whole entry, looked up): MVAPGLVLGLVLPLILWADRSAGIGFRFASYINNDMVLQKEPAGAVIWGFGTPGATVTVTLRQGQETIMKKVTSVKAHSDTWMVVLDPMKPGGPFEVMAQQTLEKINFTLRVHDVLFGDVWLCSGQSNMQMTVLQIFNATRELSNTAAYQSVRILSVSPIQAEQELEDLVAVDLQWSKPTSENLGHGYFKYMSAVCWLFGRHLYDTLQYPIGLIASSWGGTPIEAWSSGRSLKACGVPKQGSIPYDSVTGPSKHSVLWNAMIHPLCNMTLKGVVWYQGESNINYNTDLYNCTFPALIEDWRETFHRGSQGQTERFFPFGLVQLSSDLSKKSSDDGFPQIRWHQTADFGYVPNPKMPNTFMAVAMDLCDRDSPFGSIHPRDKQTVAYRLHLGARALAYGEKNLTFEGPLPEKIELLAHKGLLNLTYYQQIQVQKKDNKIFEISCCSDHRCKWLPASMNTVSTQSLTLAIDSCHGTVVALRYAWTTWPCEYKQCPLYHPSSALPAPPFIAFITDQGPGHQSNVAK
PRMT1 FP inh: inhibitors of human PRMT1 | 370,000 compounds, 1.3% hits | inhibition, % at 2.79 µM | recombinant PRMT1, activity-based probe fluorescence polarization | Q99873;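 active = inhibition above about 21% made by adding two undisclosed values, limit read from the data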
TCR CD3 inh: human TCR-CD3 binding inhibition | TAMRA-labeled TCR probe fluorescence, biochemical | inhibition, % at 9.4 µM | 360,000 compounds, 0.37% hits; in the data active = inhibition above about 19%;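 also: recombinant mutant TCR 2C K166C tagged with TAMRA read by polarization; 0% = receptor in buffer alone and 100% = receptor with positive control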
KLK7 zymogen act: proKLK7 (human) activation, primary screen | activation, % at 7 µM | purified proKLK7, EDANS-DABCYL substrate fluorescence; 100% is mature enzyme control, 0% vehicle | 370,000 compounds, 0.9% hits | AID 652039;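 active = activation above the mean of all tested compounds plus 3 SD, computed per campaign excluding outliers beyond control limits, cut at about 13% in these data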
Target sequence (P49862 whole entry, looked up): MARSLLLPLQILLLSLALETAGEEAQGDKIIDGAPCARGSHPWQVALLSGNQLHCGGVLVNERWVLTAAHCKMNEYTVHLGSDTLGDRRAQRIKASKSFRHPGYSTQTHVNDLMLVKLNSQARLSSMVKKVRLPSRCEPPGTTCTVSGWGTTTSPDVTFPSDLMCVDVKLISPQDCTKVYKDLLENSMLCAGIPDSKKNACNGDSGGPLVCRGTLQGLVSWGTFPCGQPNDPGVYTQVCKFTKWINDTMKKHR
Active calls of the source: *; . = no result given. No enrichment for hits; overall some 4.6% were active at least once.

Sample of the layout (four entries):
SMILES	MBD2 DNA inh	TDP2 absorb	DDE Tn7 FP inh	LEDGF integ inh	DDE Tn6 FP inh	UHRF1 binding	SIAE primary	PRMT1 FP inh	TCR CD3 inh	KLK7 zymogen act
COc1ccc(-n2ccn(CC(=O)Nc3ccc(OC)cc3OC)c(=O)c2=O)cc1	4.9	0.8	-1.2	2.5	-0.8	4.9	-7.2	-8.8	6.5	0.1
COC(=O)c1sc(S(=O)(=O)NCC(=O)O)c(C(=O)OC)c1C	-2.8	-0.5	1.4	-3.7	6.0	-0.2	-3.1	4.1	-3.4	0.1
O=C(NCc1cccc(C(F)(F)F)c1)c1cccc(Cl)c1Cl	0.1	8.7	3.7	-0.5	1.4	-2.3	6.0	0.5	-5.8	0.1
C[C@H](CO)N1C[C@H](C)[C@@H](CN(C)S(=O)(=O)c2cn(C)cn2)Oc2ccc(NC(=O)C3CCCCC3)cc2C1=O	-4.3	-5.9	-3.5	0.0	1.6	1.8	3.4	1.6	-4.3	0.8

Main list, repeating the preview:
SMILES	MBD2 DNA inh	TDP2 absorb	DDE Tn7 FP inh	LEDGF integ inh	DDE Tn6 FP inh	UHRF1 binding	SIAE primary	PRMT1 FP inh	TCR CD3 inh	KLK7 zymogen act
COc1ccc(-n2ccn(CC(=O)Nc3ccc(OC)cc3OC)c(=O)c2=O)cc1	4.9	0.8	-1.2	2.5	-0.8	4.9	-7.2	-8.8	6.5	0.1
COC(=O)c1sc(S(=O)(=O)NCC(=O)O)c(C(=O)OC)c1C	-2.8	-0.5	1.4	-3.7	6.0	-0.2	-3.1	4.1	-3.4	0.1
O=C(NCc1cccc(C(F)(F)F)c1)c1cccc(Cl)c1Cl	0.1	8.7	3.7	-0.5	1.4	-2.3	6.0	0.5	-5.8	0.1
C[C@H](CO)N1C[C@H](C)[C@@H](CN(C)S(=O)(=O)c2cn(C)cn2)Oc2ccc(NC(=O)C3CCCCC3)cc2C1=O	-4.3	-5.9	-3.5	0.0	1.6	1.8	3.4	1.6	-4.3	0.8
CN(c1ccc(OCC(=O)N2CCOCC2)cc1)S(=O)(=O)c1ccc(F)cc1	1.2	13.2	-4.0	-0.2	6.3	-0.6	4.8	-1.2	13.2	-0.5
COC(=O)CNC(=O)c1c(-c2c(Cl)cccc2Cl)noc1C	1.0	-3.5	-7.9	3.0	-11.9	-1.7	-0.3	-1.2	5.4	0.5
COC(=O)c1[nH]c2cc(OC)ccc2c1NC(=O)CN1CCC(C(N)=O)(N2CCCCC2)CC1	-0.2	3.9	1.0	-0.2	-5.7	1.1	-5.6	0.6	-8.4	-0.1
COc1ccccc1NS(=O)(=O)c1ccc(O)c(NC(=S)NCC2CCCO2)c1 (stereo unspecified)	8.2	-18.1	1.5	-1.2	-8.5	7.0	2.8	16.7	-6.6	0.6
CC(NC(=O)COC(=O)CCC(=O)c1ccc(Cl)cc1)c1ccccc1 (stereo unspecified)	-5.2	-5.0	-1.6	2.3	9.0	2.0	-3.3	3.4	-4.8	0.2
CCn1ccnc1CN(C)Cc1nc(-c2ccc3c(c2)OCO3)no1	-3.1	-9.7	4.7	-2.3	1.3	-2.1	12.1	-3.4	6.0	0.3
COc1ccc(CCNC(=O)c2cc(C)oc2C)cc1	3.9	0.2	3.9	0.7	0.2	10.1	6.1	0.9	3.8	0.5
COc1ccc(C2(O)C(=O)Nc3ccc(C)cc32)cc1 (stereo unspecified)	-8.7	5.3	8.3	1.7	2.0	-2.8	5.7	-2.8	5.6	0.1
COc1ccc(C(=O)c2ccc(CC#N)s2)cc1	4.9	5.4	3.4	-2.1	1.6	3.8	1.1	1.6	-6.5	-0.4
CCCNC(=O)Cc1ncn[nH]1	1.6	-4.4	-2.6	1.7	-3.1	-1.1	3.8	-1.3	4.6	0.3
CC1CCc2cc(F)cc3c(O)c(C(=O)NCC4CCCO4)c(=O)n1c23 (stereo unspecified)	-1.2	-0.1	-1.7	1.6	8.1	-2.7	-3.9	0.2	0.8	-0.4
Cc1ccc(SCCC(=O)Nc2ccccc2C(=O)NC(C)C)cc1	5.7	7.6	5.3	0.8	1.9	22.3*	-6.8	-1.0	8.0	-0.5
NS(=O)(=O)c1ccc(CCNCC(=O)NCc2ccccc2Cl)cc1	-1.8	26.7*	-0.8	1.9	0.9	-2.6	0.0	2.0	-0.6	0.9
C[C@@H]1CN([C@@H](C)CO)C(=O)Cc2cc(NS(=O)(=O)c3ccccc3)ccc2O[C@H]1CN(C)Cc1ccncc1	-2.3	6.3	5.6	-1.2	7.1	-1.6	8.8	1.8	6.8	0.8
CCN(C1CCCCC1)S(=O)(=O)c1ccc(S(=O)(=O)N2CCN(CCC#N)CC2)cc1	0.0	-1.5	2.9	1.1	-1.9	5.5	5.5	-4.2	-1.4	-0.1
O=C(c1c[nH]c2ccccc12)N1CCC(Oc2cccnc2)CC1	-6.1	0.6	9.2	8.8	-1.1	-3.5	7.6	-5.2	.	0.8
O=C1c2ccccc2C(Nc2ccccc2)N1Cc1ccc2c(c1)OCO2 (stereo unspecified)	-0.1	-9.1	5.1	-0.8	5.0	1.1	-2.2	-0.9	5.6	-0.5
COc1ccccc1COCC(O)CN1CCCCC1CO (stereo unspecified)	-4.3	9.7	-3.3	2.2	2.2	-1.2	0.6	0.7	4.0	0.2
O=C(O)/C=C/c1cn(-c2ccccc2)nc1-c1cc2ccccc2oc1=O	1.4	-2.6	3.2	-1.3	-5.0	-1.8	-9.6	8.2	-7.8	0.4
COC(=O)c1cccc(NC(=S)N2CCN(C)CC2)c1	2.6	-1.7	-3.3	-1.2	-3.3	-1.7	2.3	2.9	0.1	-1.2
CCOC(OCC)c1nc(N)[nH]c(=O)c1CCCCc1ccccc1	0.2	2.1	0.9	-4.4	7.2	-0.8	3.3	-3.2	-6.6	0.1
New compounds follow
SMILES	MBD2 DNA inh	TDP2 absorb	DDE Tn7 FP inh	LEDGF integ inh	DDE Tn6 FP inh	UHRF1 binding	SIAE primary	PRMT1 FP inh	TCR CD3 inh	KLK7 zymogen act
COC(=O)c1cn(NC(=O)c2ccncc2)c(=O)c2ccccc12	2.4	-14.4	-2.2	0.8	-6.6	1.2	0.5	2.3	-2.8	0.5
Cc1cccc(C(C(N)=O)c2ncc(C(F)(F)F)cc2Cl)c1 (stereo unspecified)	-2.7	9.1	2.6	-2.3	4.7	-1.4	3.6	-1.7	7.4	-0.6
Cc1cc(=O)oc2cc(OC(C(=O)O)c3ccccc3)ccc12 (stereo unspecified)	0.5	4.7	-4.1	-1.7	3.3	1.0	-7.1	4.5	-8.7	0.6
CCOc1cc(CO)cc(Br)c1OCC(=O)O	-2.4	-6.1	-0.2	5.4	0.7	4.2	-9.0	0.0	6.8	0.0
O=C(CSc1nnc(-c2ccccn2)o1)Nc1ccccc1Cl	-7.3	-6.4	-7.2	1.0	1.4	1.5	4.6	-3.5	-4.1	-0.7
COC(=O)c1cc(S(=O)(=O)N2CCN(Cc3ccccc3)CC2)cn1C	-3.2	-5.3	4.7	-2.8	-3.0	2.6	-5.0	3.8	-5.9	-0.4
O=C(c1cccc(Cl)c1)N1CCC(=O)N([C@H](COCc2ccccc2)Cc2ccccc2)CC1	-1.7	-2.1	8.6	-2.0	-4.3	0.7	1.7	2.3	-1.8	0.2
COC(=O)Nc1ccc(S(=O)(=O)N2CCCC(C(=O)O)C2)cc1 (stereo unspecified)	7.6	3.5	3.5	-2.1	-6.4	1.5	19.1*	2.0	-4.2	0.3
CC(=O)Nc1ccc(CN2C(=O)C(C)(C)ON=C2c2ccc(C(F)(F)F)cc2)cc1	3.2	-14.7	-0.8	4.8	1.9	1.1	-0.9	-4.6	-0.2	-0.6
Cc1ccccc1OCC(=O)NCC(c1ccco1)N1CCCCC1 (stereo unspecified)	-0.2	-18.3	-0.8	-9.5	-8.6	2.2	-4.3	5.2	-2.1	0.2
CC1=NN(C(=O)Cn2nc([N+](=O)[O-])c(Br)c2C)C(O)(C(F)(F)F)C1 (stereo unspecified)	-1.5	1.9	-0.3	1.7	-4.4	-1.9	4.1	-2.5	7.5	0.1
Cc1cc2ncn(S(=O)(=O)N3CCCCC3)c2cc1C	0.7	0.4	14.4*	-5.5	1.3	2.5	-1.6	-2.9	-6.9	0.2
COc1ccc(C(C)NC(=O)c2ccoc2C)cc1OC (stereo unspecified)	1.8	-0.8	-0.9	-0.9	9.3	0.0	-7.7	0.8	5.8	0.2
Cc1ccc(C)c(OCc2cc(C(=O)NC3CCN(Cc4ccccc4)CC3)no2)c1	0.6	-12.7	-5.2	-0.8	4.3	0.6	-1.9	-4.3	-5.0	0.3
COC(=O)C(NC(=O)c1ccc(C)cc1)(Nc1cccc(C)n1)C(F)(F)F (stereo unspecified)	0.9	6.4	2.1	-2.0	6.8	-0.4	-3.0	-0.2	-9.9	0.2
Cc1ccc(C)c(S(=O)(=O)N(C(=O)c2ccncc2)c2ccc(OC(=O)c3ccncc3)cc2)c1	8.6	-1.7	-0.2	-4.1	-6.8	5.5	-10.2	8.3	2.3	0.3
COc1ccc(OCC(O)CNS(=O)(=O)c2cccc(Cl)c2)cc1 (stereo unspecified)	-2.2	6.5	0.5	-3.3	1.9	0.6	0.2	-0.6	2.2	0.1
O=C(COc1cccc(F)c1)NNC(=O)Cc1ccc(Br)cc1	0.8	0.5	-2.4	-0.8	-8.9	-1.0	0.1	1.2	2.3	0.1
Cc1cccc(C)c1NC(=O)CN(C)C(=O)c1cccc(S(=O)(=O)N2CCN(C)CC2)c1	1.9	-5.8	-2.1	-1.2	-2.8	3.7	15.0	2.0	-0.1	0.0
CCN(CC)CCCn1c(=S)[nH]c2ccc(Cl)cc2c1=O	2.5	1.0	3.3	-3.0	8.1	-4.9	1.4	0.6	6.8	1.6
CC(C)NC(=O)c1cc(C2CCCCN2C(=O)c2ccc(C(C)C)cc2)on1 (stereo unspecified)	3.1	-2.4	11.8	1.5	-0.9	0.2	2.5	2.8	-2.3	-0.2
CC1CCC(NC(=O)C2c3ccccc3C(=O)N2CCCN2CCOCC2)CC1 (stereo unspecified)	-0.2	-11.8	-2.0	-1.6	5.0	-3.0	3.0	-1.2	3.7	-0.1
CCC(CC)NC(=O)CN1CCN(S(=O)(=O)c2ccc(Br)s2)CC1	-2.2	7.2	-8.2	0.6	-4.8	-2.8	12.5	-2.0	-0.6	0.3
COc1ccccc1Oc1coc2cc(O)ccc2c1=O	-0.5	4.9	-1.9	-1.6	4.2	-0.3	3.2	-0.5	3.2	-2.2
COc1ccccc1/C=C(/C(=O)OCC(=O)Nc1ccccc1C)c1ccccc1	-1.3	-1.1	-4.8	3.4	-2.4	-1.1	-7.1	0.5	-3.2	0.0
COc1cccc(Cn2c(Cn3c(-c4cnccn4)nc4ccccc43)nc3ccccc32)c1	5.2	5.8	2.3	2.9	5.6	2.8	2.1	-0.2	-1.5	0.4
COCCn1c(SCC(N)=O)nnc1-c1c[nH]c2ccccc12	-1.7	8.8	-4.4	-2.3	3.8	0.0	0.3	-4.6	0.1	0.3
